Screening data: PubChem, several laboratories
PPARg SRC2 recr = agonists of PPARg-SRC-2 recruitment, primary screen, biochemical, HTS | AID 1032, 2008 | 0.34% of 200,000 active | activation, % at 8 µM | PPARgamma LBD-SRC-2 recruitment; in the data active = activation above about 22%;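 note: 0% = vehicle and 100% = reference agonist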
Target sequence (P37231 whole entry, looked up, the tested form may be a part): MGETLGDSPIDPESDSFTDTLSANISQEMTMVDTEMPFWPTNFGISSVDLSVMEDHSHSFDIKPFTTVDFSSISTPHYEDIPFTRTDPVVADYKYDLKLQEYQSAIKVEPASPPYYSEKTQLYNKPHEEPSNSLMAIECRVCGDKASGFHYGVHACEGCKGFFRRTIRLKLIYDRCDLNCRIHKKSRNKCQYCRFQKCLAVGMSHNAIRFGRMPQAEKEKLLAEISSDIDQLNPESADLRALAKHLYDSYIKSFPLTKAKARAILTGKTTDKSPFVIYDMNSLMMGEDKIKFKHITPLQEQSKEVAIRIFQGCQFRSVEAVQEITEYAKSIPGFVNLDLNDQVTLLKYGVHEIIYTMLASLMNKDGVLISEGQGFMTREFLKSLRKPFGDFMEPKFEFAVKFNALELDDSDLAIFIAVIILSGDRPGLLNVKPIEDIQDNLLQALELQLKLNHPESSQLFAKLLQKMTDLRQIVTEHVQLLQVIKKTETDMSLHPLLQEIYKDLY
PPARg SRC3 recr = PPARgamma agonists recruiting SRC-3 coactivator, primary screen, biochemical; Peroxisome proliferator-activated receptor gamma (Homo sapiens), P37231; biochemical PPARgamma/SRC-3 coactivator recruitment assay; activation, % at 8 µM; 0.26% of 200,000 active; in the data active = activation above about 23%;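 note: 0% = DMSO and 100% = reference agonist; some compounds past the cut are filed as inactive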
Lmaj promast = Leishmania major promastigote growth inhibition, primary screen; Leishmania major promastigotes, resazurin fluorescence viability; inhibition, % at 10 µM; 9% of 200,000 active; AID 1063, 2008; in the data active = inhibition above about 50%;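 note: promastigotes grown with compound for 44 hours at 28 °C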
SRC2 TRFRET art = TR-FRET signal artefacts, primary screen, artefact control for PPARgamma SRC-2 agonist project, biochemical; 0.4% of 200,000 active; AID 1049, 2008; TR-FRET ratio at 8 µM; TR-FRET artefact counter-screen; active compounds read high; in the data active = TR-FRET ratio above about 2000; note: inactives centre near 1500
S1P3 antagonist = S1P3 receptor antagonists, primary screen, cell-based. inhibition, % at 4.98 µM. 0.27% of 170,000 active. CHO S1P3 NFAT-BLA reporter, FRET fluorescence, antagonist mode. Sphingosine 1-phosphate receptor 3 (Homo sapiens), Q99500;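 active = inhibition above the plate cutoff, the mean inhibition of test wells on that plate plus 3 SD, cut at about 28% in these data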;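 note: cells challenged with S1P at its EC80 of 0.8 µM; blue over green emission ratio from cleaved BLA substrate after 4 h stimulation; 0% = S1P-stimulated wells and 100% = unstimulated DMSO-only wells; some compounds past the cut are filed as inactive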
PPARg SRC1 recr = PPARgamma agonists recruiting SRC-1 coactivator, primary screen, biochemical | 0.41% of 200,000 active | activation, % at 8 µM | PPARgamma-SRC-1 coactivator recruitment biochemical assay | AID 631, 2007 | Peroxisome proliferator-activated receptor gamma (Homo sapiens), P37231; in the data active = activation above about 19%;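 note: 0% = DMSO and 100% = reference agonist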
TLR4-MyD88 BLA = inhibitors of TLR4-MyD88 association in cells, primary screen, cell-based, HeLa CL3-4, BLA complementation, FRET ratio | Toll-like receptor 4 (Homo sapiens) + Myeloid differentiation primary response protein … | HeLa CL3-4 TLR4/MyD88 BLA complementation | inhibition, % at 8.4 µM | 0.18% of 200,000 active | AID 861, 2007; in the data active = inhibition above about 25%;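 note: 0% = vehicle and 100% = reference inhibitor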
ROMK primary = ROMK potassium channel modulators, primary screen, cell-based, thallium flux, MLSMR library; ATP-sensitive inward rectifier potassium channel 1 (Homo sapiens), P48048; B-score at 10 µM; 2% of 130,000 active; Tet-inducible ROMK, thallium flux fluorescence; actives lie on both sides;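 active = signal ratio slope over the read window, or its plate-corrected B-score, at least 3 SD from the plate mean, either direction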;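 note: B-score of the F/F0 ratio slope over 7 to 12 s after thallium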
Target sequence (P48048 whole entry, looked up): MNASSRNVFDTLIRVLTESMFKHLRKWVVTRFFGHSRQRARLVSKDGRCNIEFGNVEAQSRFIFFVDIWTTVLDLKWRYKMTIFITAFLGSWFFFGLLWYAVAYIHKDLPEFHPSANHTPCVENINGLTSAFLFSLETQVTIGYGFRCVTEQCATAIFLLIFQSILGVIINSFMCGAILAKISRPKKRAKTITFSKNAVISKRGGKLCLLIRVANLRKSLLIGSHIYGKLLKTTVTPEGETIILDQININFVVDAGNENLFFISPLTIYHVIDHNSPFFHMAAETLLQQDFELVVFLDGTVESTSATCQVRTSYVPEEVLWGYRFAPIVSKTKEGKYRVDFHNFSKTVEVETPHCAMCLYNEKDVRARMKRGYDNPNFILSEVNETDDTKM
bIAP inhibitor = bovine intestinal alkaline phosphatase inhibitors, primary screen, selectivity assay for TNAP inhibitor project, biochemical, bovine IAP, CDP-star luminescence | 190,000 tested, under 10 active | purified bovine IAP, 30 min | alkaline phosphatase, intestinal [Bos taurus] | inhibition, % at 20 µM;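 active = over 50% inhibition of intestinal alkaline phosphatase at 20 µM in the single-dose screen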
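Assay system: bovine IAP enzyme; medium: DEA buffer 100 mM, pH 9.8, with MgCl2 1.0 mM, ZnCl2 0.02 mM; doses: 20 µM single dose; incubation: enzyme reaction for 30 min at room temperature; detection: CDP-star luminescence signal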
DTT redox prof = compounds producing H2O2 with reducing agent – biochemical, NIH compound library profiling, artefact control for MLSCN library redox annotation, primary screen; DTT-dependent redox cycling H2O2, phenol red/HRP absorbance; 100% = 100 µM peroxide control, 0% = buffer; activation, % at 10 µM; 0.03% of 200,000 active;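 active = activation of at least 50% relative to the plate's high and low controls in the primary single-dose screen; inactive = activation below 50%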;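 note: compound incubated with DTT at 0.8 mM final as the reducing agent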
bIAP activator = bovine intestinal alkaline phosphatase activators, primary screen, biochemical, bovine IAP, CDP-star luminescence | alkaline phosphatase, intestinal [Bos taurus] | purified bovine IAP, 30 min; active compounds read high; fold of DMSO-control signal, blank-subtracted | activation factor at 20 µM | 0.17% of 200,000 active | AID 1016, 2008;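 active = activation factor of 2 or more at 20 µM, a signal rise over negative controls twice the positive control's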
Numbers without * were called inactive; . = not tested or not shown. Compounds were not picked by outcome, and some 11% of all compounds hit somewhere here.

cpd	mol	TLR4-MyD88 BLA	DTT redox prof	PPARg SRC1 recr	S1P3 antagonist	SRC2 TRFRET art	bIAP inhibitor	Lmaj promast	ROMK primary	PPARg SRC3 recr	bIAP activator	PPARg SRC2 recr
1	CCOC(=O)NC1(C(F)(F)F)C(=O)N(Cc2ccccc2)C2=C1C(=O)CC(C)(C)C2 (stereo not drawn)	0	-3.9	-3	.	1580	0	-2	.	-5	1	-1
2	COCn1c(-c2cccc(Br)c2)nc2ccccc21	2	0.8	12	23	1493	19	24	-2	-2	0.8	0
3	Nc1c(Cl)ncnc1N1CCN(c2ncnc(Cl)c2N)CC1	-8	-0.2	0	2	1721	12	-5	0.48	-2	0.9	6
4	COc1ccc2[nH]c(=O)c(C(c3nnnn3C3CCCC3)N3CCN(Cc4ccc5c(c4)OCO5)CC3)cc2c1 (stereo not drawn)	-4	0.1	2	.	1571	-8	13	-3	1	1.1	6
5	Cc1nc2ccc(N)cc2c(=O)n1Cc1ccc(Cl)cc1	-2	2.3	-4	22	1503	4	15	.	-13	1	-9
6	CCOC(=O)CSc1ncnc2c1cnn2-c1ccc(C)cc1C	3	0.3	1	-12	1496	-9	-7	-1.3	4	1.1	1
7	Cc1c(Br)c([N+](=O)[O-])nn1CC(=O)NCc1ccccn1	0	1.7	6	.	1383	-5	-4	.	0	1	-1
8	O=C(N/N=C\c1ccc(-c2ccccc2[N+](=O)[O-])o1)C1COc2cc3ccccc3cc2O1 (stereo not drawn)	-10	0.7	5	.	1582	10	96*	.	-2	0.9	4
9	Cn1cc(Br)c(C(=O)NN2C(=O)C3C(C2=O)C2C=CC3C23CC3)n1 (stereo not drawn)	-8	5.4	4	9	1646	-5	-9	0.21	3	1	2
10	CCOC(=O)Nc1ccccc1N1C(=O)c2ccccc2C1=O	8	-2.8	-4	-20	1404	12	23	.	-6	0.9	-8
11	CC(=O)c1ccc(OCCCC(=O)NC2CCCc3ccccc32)cc1 (stereo not drawn)	-13	-0.1	3	-6	1697	22	0	-0.9	3	0.8	-8
12	CCOC(=O)c1sc(N)nc1C(C)C	2	-7.2	6	.	1666	2	-2	.	-1	1	3
13	COc1cccc(CN(C)C(=O)c2csc3c2CCCC3)c1OC	-11	5.7	8	4	1494	1	-6	-0.69	2	1	0
14	CCc1ccc(C(=O)NCC2COc3ccccc3O2)o1 (stereo not drawn)	2	0.5	7	-1	1580	2	1	0.072	-1	1	9
15	OCCC1CN(Cc2cnc(-c3ccc(Cl)cc3)nc2)CCN1C1CCCCC1 (stereo not drawn)	3	-0.4	-3	4	1464	-5	87*	.	-1	1.1	1
16	CN(C)c1cc[n+](CC(=O)N2c3ccccc3Sc3ccccc32)cc1	-2	0.3	0	-12	1497	16	-2	0.064	-1	0.8	-1
17	CCOc1c2ccc(C(=O)NCc3ccc4c(c3)OCO4)cc2nn1CC	-1	-10	2	.	1586	-1	-6	0.17	10	1	11
18	Cc1cccc(N2CCN(C(=O)c3ccc4nc[nH]c4c3)CC2)c1C	-2	-0.5	11	-4	1584	-8	-2	0.32	2	1.1	5
19	COC(=O)c1cc(C)sc1NC(=O)CC1Nc2ccccc2NC1=O (stereo not drawn)	5	-0.3	3	-10	1504	-18	-8	-0.35	2	1.2	-3
20	CC(=O)NC(=S)Nc1ccc(N2CCOCC2)c(S(=O)(=O)Nc2cc(Cl)ccc2Cl)c1	5	-0.2	-2	0	1321	-23	0	-0.94	-3	1.2	-2
21	COC(C(=O)NCc1ccc(C)cc1)c1ccccc1 (stereo not drawn)	13	0.0	8	-22	1500	-7	-5	1.7	-5	1.1	-1
22	Cc1nc2sc3c(c2c(=O)n1NC(=O)CCl)CCCC3	7	0.1	8	1	1400	2	-1	-0.42	4	1	10
23	CCN(CC(=O)NC(C)(C)C)C(=O)c1ccc(Br)cc1	5	-0.1	1	-7	1605	-2	10	0.67	1	1	4
24	CC(O)(C#CCN1CCCCC1)c1ccccc1 (stereo not drawn)	-5	0.4	-3	.	1393	12	24	.	-7	0.9	-1
25	CCOc1cc(-c2ccccc2)nc(N)n1	-5	-0.1	6	9	1717	8	-4	-1	6	0.9	3
26	CCCn1c(N)c(C(=O)COc2ccc(Br)cc2F)c(=O)n(C)c1=O	0	-1.5	3	3	1674	0	1	1.2	0	1	0
27	Cc1cc(=O)n2nc(N3CCC(C(=O)N4CCN(Cc5ccccc5)CC4)CC3)sc2n1	4	-0.7	4	19	1696	1	-3	.	12	1	2
28	COc1ccc(C=C(C(C)=O)C(C)=O)cc1OC	5	0.7	2	.	1425	22	41	-2.5	3	0.8	-8
29	CCOC(=O)c1c(NC(=O)C2c3ccccc3Oc3ccccc32)sc(C(N)=O)c1C	12	0.2	-3	.	1527	10	-25	-0.2	-6	0.9	6
30	Cc1c(N=NC2=C(O)CC(C)(C)CC2=O)c(=O)n(-c2ccccc2)n1C	4	-0.2	4	-7	1635	-5	31	-0.013	2	1	4
31	Cc1ccc(SCCNC(=O)/C=C/c2ccccc2Cl)cc1	5	0.7	6	.	1654	.	2	.	3	0.5	5
32	Cn1c(SCC(=O)N2CCOCC2)nnc1-c1ccc(NC(=O)c2ccccc2F)cc1	5	2.2	1	-5	1612	-2	-6	.	2	1	4
33	O=C(COc1ccc([N+](=O)[O-])cc1)NCc1cccnc1	5	-0.4	6	6	1500	-2	13	-0.49	0	1	-1
34	Cc1cc(S(=O)(=O)N(C)CCc2ccccc2)ccc1-n1cnnn1	-12	-2.3	3	19	1710	8	-9	.	1	0.9	-1
35	O=C(O)CCSCc1ccccc1F	0	-1.4	-6	5	1413	6	-9	-0.11	4	0.9	-3
36	COc1ccc(N2CCN(C(=O)CCC(=O)c3cc(C)sc3C)CC2)cc1	11	-1.9	10	-7	1455	-20	8	-1.2	2	1.2	2
37	CCCOc1ccc(C(=O)N2CCN(c3ccc(NC(=O)CC)cc3Cl)CC2)cc1	0	0.8	6	14	1635	-8	18	-0.43	1	1.1	2
38	NC(=O)c1ccsc1NC(=O)c1ccc(S(=O)(=O)N2CCCc3ccccc32)cc1	4	1.0	-6	9	1581	-18	99*	-0.53	-4	1.2	5
39	Cc1nc2sccc2c(=O)n1N	-10	0.3	2	-12	1689	4	-2	1.3	-1	1	1
40	COC(=O)c1ccc(OCC(=O)c2cccc(OC)c2)cc1	-5	-0.1	2	-6	1751	-16	-8	0.074	0	1.2	1
41	COC(=O)c1c(NC(=O)COC(=O)[C@@H](NS(=O)(=O)c2ccc(C)cc2)C(C)C)sc2c1CCC2	1	-0.1	0	1	1637	1	94*	-0.31	3	1	6
42	CCO[C@H]1OC(C(=O)N2CCN(Cc3ccccc3)CC2)=C[C@@H](C)[C@@H]1CCCO	-12	-1.1	-2	-8	1513	1	-13	.	2	1	-10
43	Cc1[nH]c(=O)c(C#N)c(C)c1Cc1ccc(Cl)cc1Cl	-7	0.8	4	-13	1602	11	0	-0.27	2	0.9	-2
44	CN(CC(=O)NC1CCCCC1)S(=O)(=O)c1ccc(Cl)cc1	10	-2.0	10	-40	1679	-1	-3	0.061	5	1	8
45	O=C1CCC/C(=N\NC(=O)c2ccc(COc3cccc4cccnc34)cc2)C1	12	0.3	3	8	1597	-4	-6	-1.3	-1	1	8
46	CC(Sc1nncs1)C(=O)NCC(=O)Nc1ccc(F)c(F)c1F (stereo not drawn)	-10	-1.2	3	6	1407	7	-5	0.046	-4	0.9	7
47	COc1ccc(NC(=S)NCc2ccco2)cc1	9	-7.4	5	.	1478	7	-2	-0.24	4	0.9	6
48	CNS(=O)(=O)c1cccc(C(=O)NCC2(N3CCOCC3)CCCCC2)c1	-2	0.1	4	-13	1571	3	0	-0.19	3	1	7
49	COc1ccc(C(=O)CSc2nnc(CN3CCCCC3)n2-c2ccc(F)cc2)cc1	2	-0.1	5	3	1424	1	14	-0.45	-5	1	2
50	CC(=O)N1CCC(=O)N(C(C)C)c2ccccc21	-12	-5.8	6	6	1586	-2	3	0.25	8	1	10
51	Cc1cccc(OCC(=O)NC(Cc2ccccc2)C(=O)O)c1 (stereo not drawn)	12	0.0	-6	1	1338	-18	1	-0.11	-4	1.2	-4
52	COc1c(Cl)cnn(-c2ccc(C)cc2)c1=O	14	1.3	-4	.	1627	5	-2	.	5	0.9	4

A draw from above in order of count of non-hydrogen atoms, smallest number first.
cpd	mol	TLR4-MyD88 BLA	DTT redox prof	PPARg SRC1 recr	S1P3 antagonist	SRC2 TRFRET art	bIAP inhibitor	Lmaj promast	ROMK primary	PPARg SRC3 recr	bIAP activator	PPARg SRC2 recr
39	Cc1nc2sccc2c(=O)n1N	-10	0.3	2	-12	1689	4	-2	1.3	-1	1	1
28	COc1ccc(C=C(C(C)=O)C(C)=O)cc1OC	5	0.7	2	.	1425	22	41	-2.5	3	0.8	-8
42	CCO[C@H]1OC(C(=O)N2CCN(Cc3ccccc3)CC2)=C[C@@H](C)[C@@H]1CCCO	-12	-1.1	-2	-8	1513	1	-13	.	2	1	-10
